NTMT1 inh = Primary qHTS for Inhibitors of N-terminal methyltransferase 1 (NTMT1): MTaseGlo Assay | N-terminal Xaa-Pro-Lys N-methyltransferase 1 (Homo sapiens), Q9BV86 | NTMT1 MTase-Glo SAH luminescence, purified enzyme | Potency, µM (doses to about 114 µM), without a hit: at the highest dose activity change, negative = inhibition, actives largely listed as inhibitors | 59,000 compounds, 2.5% hits | AID 1645870, 2021; active = well fitted inhibition curve with a large enough effect; inconclusive = small, poorly fitted or top-dose-only effect;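 note: plate controls were DMSO vehicle for no effect and no enzyme for full effect; nearly all actives have a fitted effect of over 65% in size; many of its hits are not listed in these tables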
Target sequence (Q9BV86 whole entry, looked up): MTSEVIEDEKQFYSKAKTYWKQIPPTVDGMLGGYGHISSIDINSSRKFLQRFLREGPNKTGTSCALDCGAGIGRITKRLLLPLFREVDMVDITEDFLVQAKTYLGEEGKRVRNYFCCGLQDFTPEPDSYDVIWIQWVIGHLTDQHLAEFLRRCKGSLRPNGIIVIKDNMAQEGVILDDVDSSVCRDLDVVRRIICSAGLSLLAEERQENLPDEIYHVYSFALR
* = called active by the depositor; ? = inconclusive; & = joins results of further samples; [ ] = remark or other dose. Potency is the fitted concentration of half-maximal effect. The list is partial; count on the stated rates, not on these rows.

SMILES	NTMT1 inh
Cc1ccc(NC(=O)CN2C(=O)N/C(=C\c3cccn3-c3ccc(C(=O)NS(C)(=O)=O)cc3)C2=O)cc1	79.4µM*
O=C1OC(COc2ccccc2[N+](=O)[O-])CC1Cc1ccccc1 (stereo unspecified)	4.8%
CN(C)c1cccc(N2CCN(c3nn4c(=O)c5ccccc5nc4s3)CC2)c1	?
CC(C)(C)NC(=O)Nc1nnc(-c2ccncc2)s1	0.4%
CC(=O)N1CCc2cc(S(=O)(=O)Nc3ccc(C)c(C)c3)ccc21	5.7%
Cc1ccc(-c2csc(N3CCC(C(N)=O)CC3)n2)cc1	3.0%[57.5 µM]
COc1ccc(S(=O)(=O)NCc2ccc(C(=O)NCCc3ccc(Cl)cn3)cc2)cc1	2.7%
CCOc1cccc(-c2cc(-c3n[nH]c(=O)n3CC)c3ccccc3n2)c1	-2.9%
Cc1cccc(S(=O)(=O)NC2CCN(C#N)C2)c1 (stereo unspecified)	4.7%
Oc1ccc(CNc2cc(C(F)(F)F)ccn2)c2cccnc12	-5.5%[57.5 µM]
O=C(CNC(=O)c1ccccc1)OC(Cc1ccccc1)C(=O)Nc1cc(C(F)(F)F)ccc1Cl (stereo unspecified)	6.1%
Cc1cc(F)ccc1S(=O)(=O)Nc1cnccc1C(=O)Nc1nc(-c2ccccc2)cs1	18.0%
O=C(Nc1cncnc1)c1cccs1	9.6%
O=C(Nc1ncc(Cc2ccccc2)s1)c1ccc(-c2cccc([N+](=O)[O-])c2)o1	10.5%
O=C(CNC(=O)C1CCCCCC1)OC(C(=O)Nc1cc(C(F)(F)F)ccc1Cl)c1ccccc1 (stereo unspecified)	9.4%
O=C1COc2cc([S+](=O)([O-])Nc3ccc(Cl)c(Cl)c3)c(Cl)cc2N1	-15.7%[57.5 µM]
CCCCNc1nc(C#N)nc(Nc2ccccc2)n1	1.4%
COC(=O)N[C@H](C(=O)N1CCC[C@H]1c1ncc(-c2ccc(-c3ccc(-c4cnc([C@@H]5CCCN5C(=O)[C@@H](NC(=O)OC)C(C)C)[nH]4)cc3)cc2)[nH]1)C(C)C	11.0%
O=C1NS(=O)(=O)c2cscc21	18.3%
CCN(CC)C(=O)Cc1csc(NS(=O)(=O)c2cccc(Cl)c2C)n1	3.0%
O=C(CNC(=O)c1ccc2ccccc2c1)OC(C(=O)Nc1cc(C(F)(F)F)ccc1Cl)c1ccccc1 (stereo unspecified)	2.7%
O=S1(=O)N=C(N2CCOCC2)c2ccccc21	1.7%
O=C(NC1CCCc2c1cnn2-c1ccc(F)cc1F)C1CCCCN1 (stereo unspecified)	17.5%
Fc1ccc(-c2nc(-c3ccncc3)nc3ccccc23)cc1F	6.5%
O=S(=O)(c1c(F)cccc1F)C1CCN(S(=O)(=O)c2ccc3c(c2)OCCO3)CC1	-0.3%[57.5 µM]
Cc1sc(NC(=O)Cc2ccc3c(c2)OCO3)nc1-c1ccc2c(c1)CCN2C(=O)c1ccccc1Cl	28.1%
O=C(Nc1ccc(Cl)c(Cl)c1)Nc1nnc(C2CCCCC2)s1	4.9%
Cc1ccc2nsnc2c1S(=O)(=O)Nc1cccc2cccnc12	19.3%
COc1cc(NS(=O)(=O)c2ccc([N+](=O)[O-])cc2)c2ncccc2c1	13.8%
COC(=O)C1=C(C)NC(c2ncc(F)cc2F)=N[C@H]1c1ccc(F)cc1Cl	14.5%
CNC(=O)c1cnn2c(C)cc(C)nc12	?
FC(F)(F)c1ccc(-c2nc(-c3nnc4n3CCCCC4)c(C(F)(F)F)o2)cc1	-24.4%[57.5 µM]
COc1cccc(NC(=S)N2CCN(c3ncc(C(F)(F)F)cc3Cl)CC2)n1	?
NC(=O)C1CCN(c2nc(-c3ccc4occc(=O)c4c3)cs2)CC1	?
Cc1cc(C)nc(NC(=S)N2CCN(c3cc(Cl)c(Cl)c(Cl)c3)CC2)c1	?
N[C@@H](Cc1ccc(OS(=O)(=O)c2ccccn2)cc1)C(=O)N1CCN(c2ccccc2)CC1	12.7%
CC1=C(C(=O)Nc2nc3ccccc3s2)C(c2nn(C)cc2Cl)N=C(Nc2nc3ccccc3o2)N1 (stereo unspecified)	3.2%[57.5 µM]
CCCn1c(C)nc2c(N3CCN(C)CC3)nc(C)nc21	8.3%
Cc1ccc(=O)n(CC(=O)NCCc2ccccc2)n1	8.6%
C[C@@H]1[C@H](O)[C@@H](C)/C=C/C=C/C=C/C=C/C=C/C=C/C=C/[C@H](O[C@@H]2O[C@H](C)[C@@H](O)[C@H](N)[C@@H]2O)C[C@@H]2O[C@](O)(C[C@@H](O)C[C@@H](O)[C@H](O)CC[C@@H](O)C[C@@H](O)CC(=O)O[C@H]1C)C[C@H](O)[C@H]2C(=O)O	-23.1%
Cc1ccc(CCN2C(=O)c3ccc(C(=O)O)cc3C2=O)cc1	-0.8%
Cc1ccc(CNc2ncnc3ccc(-c4ccoc4C)cc23)o1	?
O=C(Nc1nnc(-c2ccncc2)s1)NC12CC3CC(CC(C3)C1)C2	2.7%
O=C(CNC(=O)C1CCCC1)OC(C(=O)Nc1cc(C(F)(F)F)ccc1Cl)c1ccccc1 (stereo unspecified)	16.0%
Cc1ccc(OCCn2c(CCNC(=O)c3ccc(C)cc3)nc3ccccc32)cc1	2.2%[57.5 µM]
CC(C)(C)NS(=O)(=O)c1cccc(-c2nnc(SCc3ccc(C(=O)O)cc3)n2-c2ccccc2)c1	-2.4%
Cc1ccc(OCCn2c(CCNC(=O)/C=C/c3ccccc3)nc3ccccc32)cc1	-0.1%
C[C@]12CCC3[C@@H](CC[C@H]4NC(=O)C=C[C@]34C)[C@@H]1CC[C@@H]2C(=O)Nc1cc(C(F)(F)F)ccc1C(F)(F)F (stereo partly specified)	15.2%
O=C(O)c1sc2c(c1-c1nc3ccccc3s1)CCNC2	16.7%
Cc1ccc(S(=O)(=O)Nc2ccc(C(=O)Nc3nc(-c4ccc(Cl)cc4)cs3)cc2)cc1	11.4%[57.5 µM]
CC(=O)Nc1sc2c(c1-c1cc3ccccc3s1)CCNC2	-6.8%
Clc1nc(CN2CCOCC2)nc2sc3c(c12)CCCC3	-3.1%
Clc1ccc(CSc2nc3ncc(Br)cc3[nH]2)cc1	-5.4%[57.5 µM]
O=C(O)c1ccnc2c(O)cccc12	17.9%
CNC(=O)[C@H](Cc1c[nH]c2ccccc12)NC(=O)[C@@H](CC(=O)NO)CC(C)C	1.5%
COc1cc2c(s1)c1cnn(Cc3ccccc3F)c(=O)c1n2C	14.0%
COc1cc(O)c(C(CC(=O)N2CCCC(C)C2)c2ccc(OC)c(OC)c2)c(OC)c1 (stereo unspecified)	18.4%[228 µM]
COc1cccc(NC(=S)N2CCN(c3ccc4ccccc4n3)CC2)n1	-24.2%[57.5 µM]
Cc1ccc(C(=O)Oc2ccc(-c3nc4ccccc4[nH]3)cc2)cc1Br	-1.2%
CCCn1c(C)nc2c(N(CCOC)CCOC)nc(C)nc21	12.4%

In another format: entries from further up
Molecule | NTMT1 inh
O=C(CNC(=O)C1CCCCCC1)OC(C(=O)Nc1cc(C(F)(F)F)ccc1Cl)c1ccccc1 (stereo unspecified) | 9.4%
O=C1COc2cc([S+](=O)([O-])Nc3ccc(Cl)c(Cl)c3)c(Cl)cc2N1 | -15.7%[57.5 µM]

An excerpt from above in order of SMILES length, low to high:
SMILES	NTMT1 inh
O=C(O)c1ccnc2c(O)cccc12	17.9%
Clc1ccc(CSc2nc3ncc(Br)cc3[nH]2)cc1	-5.4%[57.5 µM]
CCCn1c(C)nc2c(N(CCOC)CCOC)nc(C)nc21	12.4%
CC(=O)Nc1sc2c(c1-c1cc3ccccc3s1)CCNC2	-6.8%
Cc1ccc(CNc2ncnc3ccc(-c4ccoc4C)cc23)o1	?
COc1cc2c(s1)c1cnn(Cc3ccccc3F)c(=O)c1n2C	14.0%
COc1cccc(NC(=S)N2CCN(c3ccc4ccccc4n3)CC2)n1	-24.2%[57.5 µM]
O=C(Nc1nnc(-c2ccncc2)s1)NC12CC3CC(CC(C3)C1)C2	2.7%
Cc1ccc(C(=O)Oc2ccc(-c3nc4ccccc4[nH]3)cc2)cc1Br	-1.2%
Cc1ccc(OCCn2c(CCNC(=O)c3ccc(C)cc3)nc3ccccc32)cc1	2.2%[57.5 µM]
Cc1ccc(OCCn2c(CCNC(=O)/C=C/c3ccccc3)nc3ccccc32)cc1	-0.1%
COc1cc(O)c(C(CC(=O)N2CCCC(C)C2)c2ccc(OC)c(OC)c2)c(OC)c1 (stereo unspecified)	18.4%[228 µM]
O=C(CNC(=O)C1CCCC1)OC(C(=O)Nc1cc(C(F)(F)F)ccc1Cl)c1ccccc1 (stereo unspecified)	16.0%
Cc1ccc(S(=O)(=O)Nc2ccc(C(=O)Nc3nc(-c4ccc(Cl)cc4)cs3)cc2)cc1	11.4%[57.5 µM]
CC(C)(C)NS(=O)(=O)c1cccc(-c2nnc(SCc3ccc(C(=O)O)cc3)n2-c2ccccc2)c1	-2.4%
C[C@]12CCC3[C@@H](CC[C@H]4NC(=O)C=C[C@]34C)[C@@H]1CC[C@@H]2C(=O)Nc1cc(C(F)(F)F)ccc1C(F)(F)F (stereo partly specified)	15.2%

(cont.)
SMILES	NTMT1 inh
O=C1OC(c2ccccc2)(c2ccccc2)N2CCN(C(=O)NCc3ccc(F)cc3)CC12 (stereo unspecified)	13.8%
Cc1ccc(-c2nccc(=O)n2C(C)C(=O)NCCc2ccccc2)cc1 (stereo unspecified)	-3.9%
CNc1oc(-c2cccc3ncccc23)nc1C#N	-3.1%
Cc1cc(NS(=O)(=O)c2ccc(NC(=O)Cc3ccc(C)c(C)c3)cc2)no1	8.4%[57.5 µM]
CCN(CC)CCn1c(-c2ccccc2)nc2c(NCc3ccccc3)nc(C)nc21	-2.6%
N[C@H](C(=O)Nc1ccc(Cl)cc1C(=O)c1ccc[nH]1)c1ccccc1	?
O=c1c2ccccc2nc2sc(Nc3ccc(Sc4ccccc4)cc3)nn12	-0.5%
CCOc1ccc(CCNC(C)=O)cc1OCC	50.1µM*
OC1CCC([C@H](O)C[C@H]2c3c(F)cccc3-c3cncn32)CC1 (stereo partly specified)	10.3%
O=C1CCc2cc(S(=O)(=O)Nc3ccc4c(c3)OCCO4)ccc2N1	16.8%
CNc1oc(-c2cccs2)nc1C#N	10.1%
O=C(NC1CCCc2c1cnn2-c1ccc(F)cc1F)c1cccc(=O)[nH]1 (stereo unspecified)	13.0%
Cc1cc(-c2ccccc2)nc2c(C(=O)Nc3ccc4c(c3)CCC4)cnn12	5.5%
Fc1cc(Nc2nc(-c3ccncc3)nc3ccccc23)ccc1-c1cccnc1	5.6%
CN1[C@@H]2CCC[C@H]1CC(NC(=O)c1nn(C)c3ccccc13)C2 (stereo partly specified)	2.0%
COc1ccc(-c2nc3ccccc3c(=O)n2Cc2ccco2)cc1COc1ccc(NC(C)=O)cc1	-28.0%
Cc1cnc(-c2ccccc2C(C)C)nc1NCc1ccc(C#N)cc1	4.2%
Cc1cnc(-c2ccccc2C(C)C)nc1NCc1ccc(-c2ccnc(C(F)(F)F)c2)cc1	12.4%[57.5 µM]
COc1cccc(CNc2ccc(S(=O)(=O)Nc3nccs3)cc2)c1	-11.4%
CN[C@@H](C)C(=O)N[C@@H]1C(=O)N(Cc2c(C)ccc3ccccc23)c2ccc(C#N)cc2N(C(C)=O)[C@H]1C	24.0%
O=C(Nc1ncnc2c1C(c1ccccc1)c1c(ccc3ccccc13)O2)c1ccccc1 (stereo unspecified)	16.7%
Cn1nnnc1Sc1ncnc2scc(-c3ccsc3)c12	6.8%
O=C(/C=C/c1cccs1)Nc1cccc([S+](=O)([O-])Nc2ccccc2F)c1	-0.4%&3.4%
O=C(Cc1ccc(Cl)c(Cl)c1)Nc1ccc(S(=O)(=O)Nc2ccccc2)cc1	8.9%
O=C1Cc2cc(C(=O)c3ccco3)ccc2N1	-5.1%
COc1cccc(CN2C(=O)c3ccccc3NC2c2ccc(OC)c(COc3c(C)cc(NC(C)=O)cc3C)c2)c1 (stereo unspecified)	13.1%
Cc1ccc(OCCn2c(CCNC(=O)c3cccc(C)c3)nc3ccccc32)cc1	14.3%
O=C(Nc1ccccc1)Nc1nnc(-c2ccncc2)s1	-5.0%[57.5 µM]
COc1cccc(CNc2ccc(S(=O)(=O)Nc3ccc4ccccc4c3)cc2)c1O	15.5%[57.5 µM]
Cc1csc(CNc2ncnc3ccc(-c4ccco4)cc23)c1	6.9%
O=C(Nc1nnc(-c2ccncc2)s1)Oc1ccc2ccccc2c1	-14.2%
O=C(Cc1nc2ccc(Cl)cc2[nH]1)Nc1ccc(S(=O)(=O)Nc2nccs2)cc1	7.7%[57.5 µM]
O=C1Nc2ccccc2/C1=C/c1cccc(C(=O)O)c1	-9.9%
CCCn1c(-c2ccc(F)cc2)nc2c(NCC3CCCN3CC)nc(C)nc21 (stereo unspecified)	-15.7%
COc1ccc(C2Nc3ccccc3C(=O)N2Cc2ccccc2)cc1COc1cccc(C)c1 (stereo unspecified)	13.5%
O=C(NCCc1ccc(O)c(O)c1)c1cc2sccc2n1Cc1ccccc1	?
CC(=O)Nc1ccc(OC2=NS(=O)(=O)c3ccccc32)cc1	-0.8%
COc1ccc([S+](=O)([O-])N2CCCN([S+](=O)([O-])c3ccc(OC)c(N)c3)CC2)cc1N	4.8%[57.5 µM]
CC(C)c1ccccc1-c1nc(NCC2CCN(c3cccnc3)CC2)c2ccccc2n1	4.7%
N#CN1CCC(NS(=O)(=O)c2ccc(C(F)(F)F)cc2)CC1	14.5%[57.5 µM]
Cc1ccc(S(=O)(=O)Nc2ccc(Cl)cc2C(=O)Nc2nc(-c3ccccc3)cs2)cc1	?
Cc1cccc(C)c1OCc1cccc(C2Nc3ccccc3C(=O)N2Cc2ccco2)c1 (stereo unspecified)	-18.5%
C[C@@H](CO)Nc1cc2c(cc1[S+](=O)([O-])Nc1ccc(Cl)c(Cl)c1)CCC(=O)N2	-4.1%

Assay outcomes deposited in PubChem BioAssay by National Center for Advancing Translational Sciences (NCATS).
